Source: PubChem BioAssay (National Center for Advancing Translational Sciences (NCATS))
ALDH1A1 block: inhibitors of human aldehyde dehydrogenase 1A1; Purified ALDH1A1, NADH fluorescence, propionaldehyde substrate; Potency, µM (titrated, usually from 75.3 µM), for inactives: top-dose activity, negative = inhibition, most hits filed as inhibitors; P00352; AID 1030; actives 7.3% (n = 220,000); active means well fitted inhibition curve with a large enough effect, not every such curve was filed as active; inconclusive means small, poorly fitted or top-dose-only effect, or another doubt; inactive means no such curve, though single readings can be large or run the other way;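 further: plate controls were no enzyme wells and a reference inhibitor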
Target sequence (P00352 whole entry, looked up): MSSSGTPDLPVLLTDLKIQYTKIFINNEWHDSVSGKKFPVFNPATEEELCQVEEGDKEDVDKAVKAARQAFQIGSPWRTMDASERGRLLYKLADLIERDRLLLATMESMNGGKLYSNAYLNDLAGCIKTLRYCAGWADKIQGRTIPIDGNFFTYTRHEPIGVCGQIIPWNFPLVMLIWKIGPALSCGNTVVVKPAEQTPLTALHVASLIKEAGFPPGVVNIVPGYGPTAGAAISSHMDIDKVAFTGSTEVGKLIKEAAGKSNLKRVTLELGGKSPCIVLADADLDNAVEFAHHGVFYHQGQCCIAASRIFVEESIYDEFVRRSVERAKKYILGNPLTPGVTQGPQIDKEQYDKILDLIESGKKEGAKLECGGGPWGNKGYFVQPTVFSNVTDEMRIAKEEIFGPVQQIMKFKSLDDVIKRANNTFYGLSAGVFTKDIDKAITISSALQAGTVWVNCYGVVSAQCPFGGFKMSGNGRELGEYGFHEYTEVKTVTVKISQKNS
RECQ1 helicase: blocks DNA unwinding by human RECQ1; P46063; RECQ1 DNA unwinding, red fluorescence kinetic read; Potency, µM (titrated, usually from 57.3 µM), without a hit: at the highest dose activity, negative = inhibition, hits mostly inhibitors; actives 0.54% (n = 240,000);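 further: plate controls were vehicle for no effect and no enzyme for full effect; nearly all actives have a fitted effect of over 30% in size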
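50 nM RECQ1T1 preincubated 15 min with compound in Tris pH 8.0 buffer with MgCl2, DTT, Tween-20 and 2.5 ug/ml poly(dI-dC); started with 200 nM TAMRA/BHQ-2 forked duplex and 2 mM ATP. Unwinding read as fluorescence (525/598 nm), two reads 2 h apart.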
SMN2 splice enh: enhancers of SMN2 splice variant expression; AID 1458; Potency, µM (series often up to 46.1 µM), inactives show top-dose activity change, positive = activation, usual class: activators; HEK293 SMN2-luciferase splicing reporter, luminescence, 30-36 h; actives 2.8% (n = 210,000); further: % of control where 0% means no effect; nearly all actives have a fitted effect of over 55% in size
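HEK293 cells carry an SMN2 minigene-luciferase reporter in which exon 7 inclusion puts luciferase in frame. Cells were seeded at 2000 cells/well, attached for 10-12 hours, then exposed to compounds for 30-36 hours at 37C before ONE-Glo luminescence.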
Luc counter: blocks Kinase-Glo luciferase, a counter-screen artifact. Potency, µM (titrated, usually from 38.3 µM), inactives show top-dose activity change, negative = inhibition, hits mostly inhibitors. Kinase-Glo luciferase, ATP luminescence, 8 min. Q27757. actives 0.28% (n = 200,000). AID 1379; further: on the % scale 0 is the no-effect control and ±100 the full control effect; nearly all actives have a fitted effect of over 60% in size
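Luminescence was the read-out, taken after 8-minute incubation at ambient temperature. Luciferase turned over luciferin with 10 uM ATP in imidazole pH 7.2 buffer containing KCl, MgCl2, Tween 20 and BSA.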
KDM4E inh: JMJD2E (human) inhibition; Potency, µM (top dose mostly 57.1 µM), for the others: at the top dose activity change, negative = inhibition, usual class: inhibitors; B2RXH2; AID 2147; actives 1.6% (n = 230,000); JMJD2E catalytic domain, FDH-coupled NADH fluorescence (FDH is formaldehyde dehydrogenase); active means well fitted inhibition curve with a large enough effect, not every such curve was filed as active; inconclusive means small, poorly fitted or top-dose-only effect, or another doubt; inactive means no such curve, though single readings can be large or run the other way;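 further: 0% = wells with enzyme and -100% = buffer wells without enzyme; nearly all actives have a fitted effect of over 50% in size; many of its hits are not listed in these tables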
Target sequence (B2RXH2 1-337 limits assumed): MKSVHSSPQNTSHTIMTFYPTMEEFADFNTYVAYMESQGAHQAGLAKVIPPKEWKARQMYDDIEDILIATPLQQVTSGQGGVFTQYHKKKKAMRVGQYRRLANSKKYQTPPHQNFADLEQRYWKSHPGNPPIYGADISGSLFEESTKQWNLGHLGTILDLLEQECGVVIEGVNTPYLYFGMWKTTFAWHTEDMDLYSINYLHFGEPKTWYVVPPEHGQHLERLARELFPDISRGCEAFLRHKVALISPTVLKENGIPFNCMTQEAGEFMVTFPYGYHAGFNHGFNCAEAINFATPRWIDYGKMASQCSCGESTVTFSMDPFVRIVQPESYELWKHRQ
Tau ThT inhib: blocks human tau fibril formation measured by thioflavin T | Potency, µM (top dose mostly 57.4 µM), for inactives: top-dose activity, negative = inhibition, most hits filed as inhibitors | actives 2.1% (n = 270,000) | AID 1460 | P10636 | recombinant tau K18 P301L (four-repeat tau fragment), heparin-induced fibrillization, ThT fluorescence; further: on the % scale 0 is the no-effect control and ±100 the full control effect; nearly all actives have a fitted effect of over 55% in size
Target sequence (P10636 561-689 P618L limits assumed): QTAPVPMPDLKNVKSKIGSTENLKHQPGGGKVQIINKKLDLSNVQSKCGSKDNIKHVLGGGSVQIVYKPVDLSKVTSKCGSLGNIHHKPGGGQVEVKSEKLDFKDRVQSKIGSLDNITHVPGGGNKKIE
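In this qHTS, human K18 P301L tau is incubated with compound and heparin for 6 hr at 37 C, and Thioflavin T fluorescence then reports fibril load.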
Lamin A splicing: changes lamin A minigene splicing in HeLa cells | HeLa LMNA splicing GFP/RFP minigene ratio, 48 h | Potency, µM (top dose mostly 46.1 µM), for the others: at the highest dose ratio change, negative = inhibition, actives largely listed as inhibitors | actives 0.01% (n = 200,000); active means well fitted inhibition curve with a large enough effect in the signal ratio, with a control signal flat, not every such curve was filed as active; inconclusive means small, poorly fitted or top-dose-only effect, or effect the other way, or a change in a side signal; the % refers to the signal ratio; further: on the % scale 0 is the no-effect control and ±100 the full control effect
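Read-out is the ratio of GFP to DsRed2 object intensity, acquired by 488 nm laser-scanning cytometry on HeLa lamin A-EGFP minigene reporter cells. Compound incubation 48 hrs at 37 °C in Opti-MEM with 2% FBS; DMSO 0.5% final.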
L3MBTL1 block: inhibitors of human L3MBTL1 | Q9Y468 | AlphaScreen L3MBTL1–H3K9me1 peptide binding | Potency, µM (highest dose often 57.1 µM), without a hit: top-dose activity, negative = inhibition, usual class: inhibitors | actives 0.66% (n = 230,000); further: on the % scale 0 is the no-effect control and ±100 the full control effect; nearly all actives have a fitted effect of over 60% in size
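AlphaScreen assay: L3MBTL1 (50 nM final) was preincubated 30 min at room temperature with biotinylated H3(1-15)K9me1 peptide (75 nM final), then 30 min with library compounds; streptavidin donor and nickel chelate acceptor beads (10 ug/mL final) added, 30 min dark.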
An asterisk follows results filed as active; i = inactive; ? = inconclusive; · = no result given; [ ] = dose if it differs, or a comment. Unless noted, the call rests on the fitted dose curve; in most records, active means well fitted curve in the direction sought with a large enough effect; inconclusive means small, poorly fitted or top-dose-only effect, or another doubt; inactive means no such curve, though single readings can be large; an effect the other way counts as inactive or inconclusive. Potency means the concentration at half of the fitted maximal effect. The list is partial, so the mix of outcomes need not match the whole.

[1] O=C(C1CCCO1)N1CCN(S(=O)(=O)c2cccc3nsnc23)CC1 (stereo not given)
[2] COc1ncc2nc(CCc3ccccc3)c(=O)n(Cc3cccs3)c2n1
[3] CC(C)n1c(=NC(=O)c2ccco2)c(C#N)cc2c(=O)n3ccccc3cc21
[4] COc1ccccc1C(O)(C(=O)NNc1cccc(C)c1)c1ccccc1OC
[5] COC(=O)N/N=C(/c1ccccc1)C1CCCCC1
[6] C=CCn1c(SCC(=O)NC(=O)NCc2ccco2)nc2sc(CC)cc2c1=O
screen / no.,1,2,3,4,5,6
ALDH1A1 block,-1.2%,-18.3%,?,10.7%,-3.1%,?
RECQ1 helicase,-4.2%,-14.6%,17.7%,-5.6%,-7.6%,-26.2%
SMN2 splice enh,-4.3%,-1.7%,-2.1%,4.4%,17.2%,4.6%
Luc counter,-3.2%,0.0%,-0.5%,-2.1%,-3.3%,14.2%
KDM4E inh,3.2%,·,?,-0.7%,8.7%,-4.6%
Tau ThT inhib,-3.7%,·,?,-4.9%,-3.9%,-7.5%
Lamin A splicing,2.4%,·,?,-5.2%,·,2.8%
L3MBTL1 block,3.4%,·,-5.5%,1.6%,·,?

[7] CCCNC(=O)C1CN(S(=O)(=O)c2ccccc2)CCN1S(=O)(=O)c1ccccc1 (stereo not given)
[8] COc1cccc(CN2CCNC(=O)C2CC(=O)NCCn2cccn2)c1OC (stereo not given)
[9] CC(=O)CCc1ccc(Oc2nc(-c3cccnc3)nc3ccccc23)cc1
[10] Cc1cccc(-c2cc(=O)c3cc(C)ccc3o2)c1
[11] COc1ccc(N(CC(=O)NC2CCCC2)C(=O)c2ccc(N3CCCCC3)nc2)cc1
[12] COc1ccc(CC(=O)O/N=C(\N)Cc2ccc(OC)c(OC)c2)cc1
screen / no.,7,8,9,10,11,12
ALDH1A1 block,-17.1%,2.4%,-2.1%,?,-6.0%,?
RECQ1 helicase,-3.3%,i,i,-3.4%,-12.0%,11.5%
SMN2 splice enh,-11.4%,·,-16.4%,·,-14.1%,-14.7%
Luc counter,-2.4%,-3.2%,5.2%,-5.6%,13.9%,0.1%
KDM4E inh,0.8%,?,-23.1%,?,3.1%,-6.4%
Tau ThT inhib,1.3%,-10.5%,?,?,-13.6%,-4.3%
Lamin A splicing,9.1%,?,?,·,-2.0%,9.7%
L3MBTL1 block,8.3%,0.5%,-5.5%,·,8.7%,4.5%

3 entries out of the list above, ordered by the number in ALDH1A1 block, descending:
| # | Compound | ALDH1A1 block |
| --- | --- | --- |
| 8 | COc1cccc(CN2CCNC(=O)C2CC(=O)NCCn2cccn2)c1OC (stereo not given) | 2.4% |
| 9 | CC(=O)CCc1ccc(Oc2nc(-c3cccnc3)nc3ccccc23)cc1 | -2.1% |
| 7 | CCCNC(=O)C1CN(S(=O)(=O)c2ccccc2)CCN1S(=O)(=O)c1ccccc1 (stereo not given) | -17.1% |

(more compounds)
[13] COC(=O)NC1(C(=O)O)CCCC1
[14] COc1ccc(S(=O)(=O)N(C)CC(=O)Nc2ccc(C(F)(F)F)cc2)cc1Cl
[15] O=C(N/N=C/c1c[nH]c2ccccc12)c1cc(-c2ccc3ccccc3c2)n[nH]1
[16] CC1(C)CC(=O)C2=C(C1)NCN(Cc1ccc3c(c1)OCO3)C2
[17] O=C1Nc2ncccc2OC1CCCl (stereo not given)
[18] Cc1sc2ncnc(NCc3ccco3)c2c1C
screen / no.,13,14,15,16,17,18
ALDH1A1 block,·,6.8%,16.4%,8.4%,3.2%,?
RECQ1 helicase,-16.8%,-2.8%,1.2%,-8.7%,-10.6%,-13.2%
SMN2 splice enh,·,-24.6%,-28.3%,-16.0%,29.2%,4.4%
Luc counter,·,18.5%,5.8%,-2.6%,-4.6%,-4.1%
KDM4E inh,-3.6%,7.3%,4.5%,0.0%,5.7%,-16.8%
Tau ThT inhib,-8.3%,-4.6%,3.1%,-6.0%,-2.1%,?
Lamin A splicing,·,?,?,2.5%,-1.9%,?
L3MBTL1 block,4.0%,·,-8.5%,3.5%,·,-21.3%

One compound at a time, from the list above. Screens in order: ALDH1A1 block | RECQ1 helicase | SMN2 splice enh | Luc counter | KDM4E inh | Tau ThT inhib | Lamin A splicing | L3MBTL1 block
COc1ccc(S(=O)(=O)N(C)CC(=O)Nc2ccc(C(F)(F)F)cc2)cc1Cl is entered as 6.8% | -2.8% | -24.6% | 18.5% | 7.3% | -4.6% | ? | ·
O=C1Nc2ncccc2OC1CCCl (stereo not given) is entered as 3.2% | -10.6% | 29.2% | -4.6% | 5.7% | -2.1% | -1.9% | ·

Continued.
[19] O=c1/c(=C\c2cccn2-c2ccccc2)sc2nc3ccccc3n12
[20] CC(C)CC(=O)c1c[nH]c(C(=O)NCCCN2CCOCC2)c1
[21] COc1ccc2nc(C)cc(SCC(=O)N/N=C/c3ccc(O)cc3O)c2c1
[22] CN(C)C(CNC(=O)c1ccc2c(=O)n(-c3ccccc3F)c(=S)[nH]c2c1)Cc1ccccc1 (stereo not given)
[23] COc1ccc(S(=O)(=O)Nc2nnc(C(C)(C)C)s2)cc1
[24] CCn1cc(NC(=O)CCl)c(C)n1
screen / no.,19,20,21,22,23,24
ALDH1A1 block,0.3%,-10.8%,25.1µM*,12.6µM*,10µM*,4.47µM*
RECQ1 helicase,i,-3.7%,1.8%,-14.5%,i,11.4%
SMN2 splice enh,·,4.4%,-7.9%[1.84 µM],-14.0%,-1.9%,·
Luc counter,·,2.1%,-4.3%,-0.4%,14.2%,-0.7%
KDM4E inh,-0.4%,-1.0%,1.3%,-24.5%,10.1%,-9.8%
Tau ThT inhib,5.0%,-13.7%,?,-3.6%,?,-0.7%
Lamin A splicing,5.7%,-10.0%,?,-14.4%[46 µM],5.9%,?
L3MBTL1 block,-7.4%,3.1%,-5.2%,-9.9%,-1.0%,7.7%

[25] Cc1ccc(OC(=O)CCC(=O)Nc2ccc(Br)cc2)cc1
[26] CCc1ccc(-c2nc(CSCC(=O)NCCCN3CCCC3=O)c(C)o2)cc1
[27] CCOC(=O)C1=C(C(F)(F)F)Nc2ncnn2C1c1cc(OC)ccc1OC (stereo not given)
[28] CCOC(=O)C(Cc1ccccc1)c1ccnc2nc(N)nn12 (stereo not given)
[29] O=C(C1CCN(S(=O)(=O)c2ccc3c(c2)OCCO3)CC1)N1CCc2ccccc21
[30] CCC(C)(C(=O)Nc1ccccc1C)N(C(=O)CNC(C)=O)c1ccccc1C (stereo not given)
screen / no.,25,26,27,28,29,30
ALDH1A1 block,11.2%,-3.6%,?,?,2.9%,-1.6%
RECQ1 helicase,-23.6%,-2.2%,-1.7%,-5.1%,i,-9.4%
SMN2 splice enh,18.8%,-7.9%,?,7.9%,-23.8%,7.6%
Luc counter,2.3%,2.7%,-5.5%,0.5%,-1.6%,-0.1%
KDM4E inh,5.2%,?,5.0%,?,-0.3%,6.9%
Tau ThT inhib,-1.2%,-5.8%,1.6%,0.6%,-3.1%,2.5%
Lamin A splicing,-3.6%,11.6%,8.6%,·,?,-5.0%
L3MBTL1 block,0.1%,-1.6%,10.8%,4.0%[11.4 µM],-3.6%,7.5%

[31] O=C(CSc1nnc(CNC(=O)c2ccccc2F)o1)NCC1CCCO1 (stereo not given)
[32] COC(=O)C1SCC2C(=O)N(Cc3ccc(Cl)c(Cl)c3)CC(=O)N21 (stereo not given)
[33] OCCOc1ccc(C2=NCCO2)cc1
[34] Cc1cc(=O)[nH]c(SCC(=O)N2CCC(C(N)=O)CC2)n1
[35] Cc1onc(-c2ccccc2Cl)c1C(=O)Nc1sc2c(c1C#N)CCC2
[36] CO/N=C(/CNC(=O)c1ccc(Cl)cc1Cl)c1ccc(Cl)cc1
screen / no.,31,32,33,34,35,36
ALDH1A1 block,-6.5%,?,6.7%,8.3%,?,10.9%
RECQ1 helicase,-3.5%,2.9%,1.5%,7.4%,6.2%,-6.0%
SMN2 splice enh,5.3%,-8.7%,13.3%,15.0%,-96.4%[inhibitor],0.2%
Luc counter,-0.8%,1.9%,0.7%,3.0%,1.0%,0.1%
KDM4E inh,2.1%,-1.6%,-8.2%,0.6%,4.3%,4.9%
Tau ThT inhib,-1.6%,-0.4%,-3.1%,7.3%,28.2µM*,-6.6%
Lamin A splicing,-6.9%,1.5%[9.22 µM],6.9%,2.0%,-17.7%,8.6%
L3MBTL1 block,·,?,·,·,-30.0%,-0.8%

[37] Cc1cc(C)n(Cc2ccc(Cl)c(Cl)c2)c(=O)c1S(=O)(=O)c1ccccc1
[38] CC1(c2ccc3noc(-c4ccccc4)c3c2)OCCO1
[39] CCOC(=O)N/N=C/c1c(C)nn(-c2cccc(C(F)(F)F)c2)c1Cl
[40] Cc1c(C(=O)Nc2nc3ccccc3[nH]2)oc2c(Cl)cccc12
[41] CNC(=O)COC(=O)c1ccc(Cl)c(S(=O)(=O)N2CCCC2)c1
[42] CC(C)CCNC(=O)NC(=O)COC(=O)C1CCN(S(=O)(=O)c2ccccc2F)CC1
[43] CC(C)(C)c1cc2nc3c(c(=O)n2[nH]1)CN(Cc1ccccc1)C3=O
[44] Cc1ccc(NC(=O)CC2NCCNC2=O)cc1 (stereo not given)
screen / no.,37,38,39,40,41,42,43,44
ALDH1A1 block,-0.2%,4.9%,16.2%,-4.6%,?,8.9%,?,1.9%
RECQ1 helicase,0.1%,i,3.2%,6.2%,-2.2%,-0.9%,10.8%,i
SMN2 splice enh,-7.4%,·,-66.2%[inhibitor],?,11.0%,3.4%,·,?
Luc counter,1.0%,1.7%,4.1%,7.1%,4.8%,3.4%,·,2.4%
KDM4E inh,3.7%,2.8%,-3.6%,-4.5%,-6.9%,4.6%,-1.8%,12.3%
Tau ThT inhib,-5.8%,-15.9%,13.6%,1.9%,-3.1%,-3.1%,1.2%,-10.7%
Lamin A splicing,-6.6%,?,?,-14.9%,-4.6%[46 µM],7.0%,·,2.2%
L3MBTL1 block,11.5%,·,-9.6%,2.9%,-10.9%,-9.3%,-9.5%,10.8%
